Compound activity deposited in PubChem BioAssay by several laboratories.
Fam108B counter: Fam108B inhibition, counter-screen for RBBP9 inhibitors; 300,000 compounds, 0.33% hits; inhibition, % at 9.51 µM; recombinant Fam108B, FP-Rh probe fluorescence polarization; AID 1947;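 active = inhibition above the screen mean inhibition plus 3 SD, computed separately per campaign, cut at about 18% in these data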;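 also: inhibitors lower polarization as less probe binds the enzyme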
MCL1 BIM primary: inhibitors of human MCL1 binding to BIM-BH3 peptide; 320,000 compounds, 0.68% hits; GST-MCL1 / FITC-Bim-BH3 fluorescence polarization; Q07820; inhibition, % at 10.9 µM;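 active = inhibition above the mean inhibition of all tested compounds plus 3 SD, set per campaign, cut at about 40% in these data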;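 also: 0% = DMSO wells and 100% = unlabeled Bim-BH3 peptide control; higher means more loss of mP so more displacement of Bim peptide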
ZTA DNA inh: counter-screen for EBNA-1 inhibitors: inhibitors of Epstein-Barr virus ZTA; P03206; ZTA-DNA binding, fluorescence polarization; inhibition, % at 11 µM; 320,000 compounds, 0.15% hits; AID 2234; in the data active = inhibition above about 33%
EBNA-1 inhibitor: blocks EBNA-1 binding to DNA; EBNA-1 DNA binding, fluorescence polarization; inhibition, % at 14.8 µM; 300,000 compounds, 0.34% hits; in the data active = inhibition above about 28%
GLD-1 TGE inh: GLD-1-TGE RNA interaction inhibition (C. elegans). Q17339. purified GLD-1 + fluorescein TGE RNA, fluorescence polarization. inhibition, % at 5.96 µM. 320,000 compounds, 0.44% hits. AID 2280;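 active = percent inhibition above a per-plate cutoff, the plate mean of test compounds plus 3 SD, cut at about 30% in these data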;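 also: 0% = DMSO wells with GLD-1 and probe and 100% = wells lacking GLD-1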
Target sequence (Q17339 whole entry, looked up): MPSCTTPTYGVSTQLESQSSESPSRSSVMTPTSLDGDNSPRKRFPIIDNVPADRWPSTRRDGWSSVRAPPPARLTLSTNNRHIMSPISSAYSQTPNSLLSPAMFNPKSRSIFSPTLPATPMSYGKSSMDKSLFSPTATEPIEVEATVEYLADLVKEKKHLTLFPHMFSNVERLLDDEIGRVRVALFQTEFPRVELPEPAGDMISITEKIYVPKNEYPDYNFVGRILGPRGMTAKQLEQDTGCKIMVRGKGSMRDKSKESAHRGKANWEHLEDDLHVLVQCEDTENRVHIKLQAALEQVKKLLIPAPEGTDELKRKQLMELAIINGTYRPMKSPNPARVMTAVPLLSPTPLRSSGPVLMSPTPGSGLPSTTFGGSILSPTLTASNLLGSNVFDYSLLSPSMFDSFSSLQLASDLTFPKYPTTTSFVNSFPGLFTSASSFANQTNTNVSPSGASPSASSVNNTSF
MEX-5 binding: C. elegans MEX-5 TCR-2 RNA binding activity | Q9XUB2 | 300,000 compounds, 0.38% hits | MEX-5/FITC-TCR2 RNA binding, fluorescence polarization; hits give low values | activity score (negative = inhibition of binding), % at 10 µM;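 active = inhibition past about -25% in most replicates, and total fluorescence under double the plate's negative control median, limit read from the data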;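 also: 0% = DMSO and -100% = 5 µM competing unlabeled TCR2 RNA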
Yeast superoxide: lowers age-related superoxide in aged yeast cells | 330,000 compounds, 0.18% hits | S. cerevisiae aged cells, superoxide DHE fluorescence; hits give low values | superoxide response (% of plate mean), % at 10 µM | AID 2690;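 active = superoxide response under a set limit, about three screen SD below normal, cut at about 65% in these data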;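 also: yeast aged for seven days with compound at 30 °C before DHE staining; 100% = average MFI of all compound-treated wells on the plate with controls excluded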
Bcl-xL primary: inhibitors of human Bcl-xL. Q07817. GST-Bcl-xL / FITC-Bim BH3 peptide fluorescence polarization. inhibition, % at 10.9 µM. 320,000 compounds, 0.7% hits;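 active = inhibition above the mean of all tested compounds plus 3 SD, cutoff set per campaign, cut at about 30% in these data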;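 also: 0% = DMSO wells and 100% = unlabeled Bim-BH3 peptide competitor; inhibitors lower millipolarization by displacing the labeled peptide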
Target sequence (Q07817 whole entry, looked up): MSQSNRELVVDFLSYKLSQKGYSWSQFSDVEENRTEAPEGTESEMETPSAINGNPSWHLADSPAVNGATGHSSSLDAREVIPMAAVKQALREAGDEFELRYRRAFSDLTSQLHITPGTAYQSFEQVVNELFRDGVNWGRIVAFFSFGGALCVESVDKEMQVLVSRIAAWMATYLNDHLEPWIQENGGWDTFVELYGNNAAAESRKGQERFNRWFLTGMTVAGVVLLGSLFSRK
Efflux pump inh: antifungal efflux pump inhibition, Nile Red retention. AID 485275. 330,000 compounds, 0.44% hits. inhibition, % at 10 µM. S. cerevisiae Candida pump triplex;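 active = plate passing quality check with inhibition over a set limit, or well fluorescence over plate mean plus 4 SD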;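 also: Nile Red retained in pooled yeast measured as flow cytometry median fluorescence; 0% = buffer negative control and 100% = Enniatin B positive control; higher means more Nile Red kept so more efflux inhibition; some compounds called inactive have numbers as strong as hits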
* hit, by the source's call; . = not tested or not shown.

SMILES	Fam108B counter	MCL1 BIM primary	ZTA DNA inh	EBNA-1 inhibitor	GLD-1 TGE inh	MEX-5 binding	Yeast superoxide	Bcl-xL primary	Efflux pump inh
NNC(=O)c1ccc(COc2ccccc2)cc1	-5	6	9	8	-2	-1.3	70	4	0.1
c1ccc(-c2nc(C3CCCCC3)no2)cc1	-3	1	1	-1	-1	-1.6	88	1	-0.1
O=[N+]([O-])c1cc(/C=N\O)ccc1Oc1ccc(F)cc1	-2	-11	-7	-13	4	-0.4	103	-1	0.5
CCc1nnc(SCc2ccc(OC)c(Br)c2)n1N	3	6	5	1	9	-2.1	109	-5	-0.3
CSc1cccc(NC(=O)C2CCCN(S(=O)(=O)c3cccs3)C2)c1 (stereo not drawn)	-8	10	0	6	5	-1.1	103	7	0.0
Cc1cc(Nc2cccc(F)c2)nc(NCc2ccccc2)n1	13	-2	-8	-9	2	-1.9	100	4	1.2
COc1ccc(C)cc1NC(=O)CSc1nnc(-c2ccc(OC)c(OC)c2)n1N	3	-1	-4	11	9	0.8	111	-3	0.0
O=C(Cc1ccccc1)Nc1cccc(S(=O)(=O)N2CCCCCC2)c1	.	-3	-3	.	4	.	101	3	0.2
Cc1[nH]c2ccccc2c1/C=C/c1nc2ccccc2c(=O)n1CCO	12	-6	16	3	-6	-12	117	4	0.1
O=C(OCC(=O)N1CCN(c2cccc(Cl)c2)CC1)c1ccco1	.	4	-3	.	0	.	84	3	0.0

For convenience, six of the compounds above.
SMILES	Fam108B counter	MCL1 BIM primary	ZTA DNA inh	EBNA-1 inhibitor	GLD-1 TGE inh	MEX-5 binding	Yeast superoxide	Bcl-xL primary	Efflux pump inh
CSc1cccc(NC(=O)C2CCCN(S(=O)(=O)c3cccs3)C2)c1 (stereo not drawn)	-8	10	0	6	5	-1.1	103	7	0.0
Cc1cc(Nc2cccc(F)c2)nc(NCc2ccccc2)n1	13	-2	-8	-9	2	-1.9	100	4	1.2
COc1ccc(C)cc1NC(=O)CSc1nnc(-c2ccc(OC)c(OC)c2)n1N	3	-1	-4	11	9	0.8	111	-3	0.0
O=C(Cc1ccccc1)Nc1cccc(S(=O)(=O)N2CCCCCC2)c1	.	-3	-3	.	4	.	101	3	0.2
Cc1[nH]c2ccccc2c1/C=C/c1nc2ccccc2c(=O)n1CCO	12	-6	16	3	-6	-12	117	4	0.1
O=C(OCC(=O)N1CCN(c2cccc(Cl)c2)CC1)c1ccco1	.	4	-3	.	0	.	84	3	0.0

Following part
SMILES	Fam108B counter	MCL1 BIM primary	ZTA DNA inh	EBNA-1 inhibitor	GLD-1 TGE inh	MEX-5 binding	Yeast superoxide	Bcl-xL primary	Efflux pump inh
CN(C)CCCN(C(=O)CCc1ccccc1)c1nc2ccc(Br)cc2s1	-2	3	-3	-4	4	-3.9	81	5	0.2
CCCCn1nnnc1NCc1ccc(N2CCCC2)cc1	0	8	10	7	0	0.5	94	3	-0.1
CCO[C@H]1OC(C(=O)N2CCN(Cc3ccc4c(c3)OCO4)CC2)=C[C@@H](c2ccccc2)[C@@H]1CCCO	7	0	-17	-10	6	1.5	110	5	0.1
CCC(C)(C)NC(=O)C(c1ccc(OC)cc1)N(C(=O)CCC(=O)Nc1cc(C)on1)c1ccc(F)cc1 (stereo not drawn)	-1	3	13	-6	-7	0.0	115	3	0.3
CCOC(=O)C1(Cc2cccc(OC)c2)CCCN(Cc2ccc(NC(C)=O)cc2)C1 (stereo not drawn)	0	1	12	4	-5	-0.6	94	0	0.0
CC(C)c1nnc(NC(=O)COc2ccccc2[N+](=O)[O-])s1	1	-3	12	-5	7	4.5	117	3	0.1
CSCC[C@H](NC(=O)Cc1ccc(Cl)cc1)C(=O)N1CCC2(CC1)NCCc1[nH]cnc12	1	9	1	-5	3	-0.7	77	9	0.0
COc1ccc(N2C(=O)C(=O)/C(=C(/O)c3ccc(C)cc3)C2c2cccnc2)cc1 (stereo not drawn)	-1	-13	-2	6	2	-3.8	76	0	0.1
NS(=O)(=O)c1cccc(NC(=O)COC(=O)Cc2ccc(Cl)cc2)c1	-5	-18	11	9	3	0.0	88	-5	-0.1
COc1ccc(/C=C/C(=O)OCC(=O)c2c(N)n(C)c(=O)n(C)c2=O)cc1	0	-2	-15	4	-3	0.9	91	-1	0.1

Exported bar-delimited: entries from further up.
structure | Fam108B counter | MCL1 BIM primary | ZTA DNA inh | EBNA-1 inhibitor | GLD-1 TGE inh | MEX-5 binding | Yeast superoxide | Bcl-xL primary | Efflux pump inh
CCCCn1nnnc1NCc1ccc(N2CCCC2)cc1 | 0 | 8 | 10 | 7 | 0 | 0.5 | 94 | 3 | -0.1
CCO[C@H]1OC(C(=O)N2CCN(Cc3ccc4c(c3)OCO4)CC2)=C[C@@H](c2ccccc2)[C@@H]1CCCO | 7 | 0 | -17 | -10 | 6 | 1.5 | 110 | 5 | 0.1
CCC(C)(C)NC(=O)C(c1ccc(OC)cc1)N(C(=O)CCC(=O)Nc1cc(C)on1)c1ccc(F)cc1 (stereo not drawn) | -1 | 3 | 13 | -6 | -7 | 0.0 | 115 | 3 | 0.3

The listing continues:
SMILES	Fam108B counter	MCL1 BIM primary	ZTA DNA inh	EBNA-1 inhibitor	GLD-1 TGE inh	MEX-5 binding	Yeast superoxide	Bcl-xL primary	Efflux pump inh
CN(Cc1nccn1C)C(=O)C1CCC(=O)N(CCc2ccc(Cl)cc2)C1 (stereo not drawn)	0	6	-3	4	0	-0.5	103	4	-0.1
Cc1ccc(C(=O)NCC(=O)OCC(=O)c2c(N)n(C)c(=O)n(C)c2=O)s1	-3	4	-7	-9	-5	-0.2	109	6	-0.1
CS(=O)(=O)N1CCc2ccccc2C1	-1	6	8	3	-1	-0.6	102	3	0.0
CC(C)c1ccc(NC(=O)NC2CCCCC2)cc1	-2	5	-1	7	5	0.6	103	6	0.2
CSc1ccccc1OCc1cc(C(=O)N2CCN(c3ncccn3)CC2)no1	-3	1	12	-3	4	2.3	109	5	0.1
COc1ccc(S(=O)(=O)N2CCN(C(=O)CN3C(=O)NC4(CCCC4)C3=O)CC2)cc1	2	-7	1	2	2	-0.5	94	-9	0.7
CCCCNCCCOc1ccc(C)cc1Br	-6	-21	-7	-10	-6	-2.7	98	-9	0.4
c1ccc2c(N3CCOCC3)c3c(nc2c1)CCC3	-1	0	-7	-1	4	-0.4	103	3	0.2
O=c1oc2ccccc2n1Cc1ccccc1F	-3	-13	10	-1	-8	1.9	99	-1	-0.3
O=C(CSC1=Nc2ccccc2C2=NC(CC(=O)NCc3ccco3)C(=O)N12)NCC1CCCO1 (stereo not drawn)	2	10	-14	-4	25	-9.0	96	13	-0.2
OCCCNC(=S)Nc1ccc2nccnc2c1	1	5	2	-10	3	-1.3	85	11	0.2
COc1ccc(NCC(=O)Nc2ccc(Cl)cc2C)c(OC)c1	0	11	15	8	4	1.4	89	3	0.1
COc1ccc(OC2CCN(S(=O)(=O)c3cccc(F)c3)CC2)cc1	0	-2	3	-12	2	1.5	122	5	0.1
CCCCn1cnc2c1c(=O)n(C)c(=O)n2C	-3	13	6	10	2	1.6	126	6	-0.1
N#CC1(Cc2ccc([N+](=O)[O-])cc2)c2ccccc2C=CN1C(=O)c1ccccc1 (stereo not drawn)	-1	7	-6	2	3	2.1	94	3	-0.1
Cc1nc([N+](=O)[O-])c(N2CCN(C)CC2)n1Cc1ccccc1	8	-1	-14	8	0	-0.8	108	-3	-0.1
CCOC(=O)C1CCCN(C(=O)c2cc(-c3ccncc3)nc3ccccc23)C1 (stereo not drawn)	0	6	12	7	1	2.7	95	3	0.0
COCCNC(=O)CN(C(=O)CCC(=O)Nc1ccccn1)c1ccc(F)cc1	-4	-1	4	-9	-5	2.2	116	0	-0.1
O=C1CC(N2CCN(c3nc4ccccc4s3)CC2)C(=O)N1c1ccc(F)cc1 (stereo not drawn)	-8	2	4	1	3	-2.5	86	4	0.0
O=C(Cn1ncc(Cl)c(Cl)c1=O)N1CCN(S(=O)(=O)c2ccc3ccccc3c2)CC1	-38	-9	-6	5	2	0.2	109	-9	0.5
CCNC(=O)COC(=O)c1ccc(-c2nc3ccccc3s2)s1	-4	2	13	9	-1	0.6	119	-3	-0.2
COc1ccc(OC(=O)C2CC(=O)N(c3ccc(C)cc3)C2)cc1 (stereo not drawn)	1	4	-4	-4	-2	-1.2	89	2	0.0
Cc1ccc(S(=O)(=O)CC2CSc3nnc(C)c(=O)n32)cc1 (stereo not drawn)	4	-3	3	0	7	0.7	107	0	-0.1
Cc1ccc(NC(=O)c2c(-c3ccccc3)noc2C)nc1	-2	-1	7	3	5	1.0	76	4	0.3
O=C(c1ccc(Cl)nc1)N1CCc2ccccc2C1	1	3	13	6	-7	-2.9	97	-2	0.0
CCCN(CC1CC1)C(=S)NC(=O)c1ccccc1Br	.	9	2	.	4	.	67	5	0.1
Cc1ccc(OCCn2cnc3c(N)ncnc32)cc1	-1	-7	-6	8	-3	-0.6	88	1	0.1
O=C1C=C(c2cc(F)ccc2F)C[C@@H](c2ccc(F)cc2)C1	.	-6	3	.	2	.	113	-5	0.0
O=C(CN1C(=O)CCSc2ccccc21)Nc1ccc2c(c1)OCO2	-3	3	-1	-8	6	0.3	95	2	0.2
CC1CCN(C(=O)Cn2nnc(-c3ccc(N)cc3)n2)CC1	0	10	-22	-2	7	0.9	110	0	0.0
CN(C)c1ccc(C(CC(=O)c2ccccc2)C2CCCCC2=O)cc1 (stereo not drawn)	5	6	-22	-3	-6	1.8	99	6	0.0
